Compound activity as filed in PubChem BioAssay.
Insulin prom inh – TRM-6 insulin promoter activity inhibition | hit rate 0.9% among 130,000 | inhibition, % at 2 µM | TRM-6 cells (human fetal islet line), insulin promoter-eGFP reporter, imaging; reporter expression induced with tamoxifen;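 active = inhibition above the mean plus 3 SD, with well images judged a real hit on visual review, cut at about 60% in these data, passing the limit was not always enough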
SDO1 yeast rescue – compounds rescuing growth of sdo1-depleted yeast, bone marrow failure model | S. cerevisiae sdo1-depleted JHY4D growth rescue, OD600 30 h; hits give high values; pdr5 snq2 efflux-pump mutant strain | z-score at 10 µM | hit rate 0.21% among 140,000;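 active = z-score above 3 at both the 24 hr and the 30 hr optical density reads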;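 note: z-score against mean and SD of all compound wells on the same plate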
SDO1 yeast rescue Rescue 24 h – further read-out of SDO1 yeast rescue, marked with its call; z-score; S. cerevisiae sdo1-depleted JHY4D growth rescue, OD600; measured here: growth rescue at 24 h;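 0 is the plate mean of compound wells and units are plate SD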
Starred values were filed as active, the others as inactive; nt = no result given; [ ] = remark or other dose. An excerpt; the hit share may differ from the screen's.

SMILES	Insulin prom inh	SDO1 yeast rescue	SDO1 yeast rescue Rescue 24 h
COCCNC(=O)CSc1nc2cc(OC)c(OC)cc2c(=O)n1CCC1=CCCCC1	-9	-0.48	-0.61
CCOC(=O)C1(C)C=C(Nc2ccccc2)C(=O)N1c1ccccc1 (configuration not stated)	71*	nt	nt
O=C(CNC(=O)C1COc2ccccc2O1)N/N=C\c1cccc(O)c1 (configuration not stated)	nt	-0.02	-0.61
Cn1c(=O)c2c(SCc3c(F)cccc3Cl)nc(CC(C)(C)C)nc2n(C)c1=O	nt	1.2	0.92
CC1(C)Cc2ccccc2-c2nc3ccccc3c(=O)n21	nt	-1.1	-0.63
O=S(=O)(Nc1nc(-c2sccc2Cl)cs1)c1cc(Cl)ccc1Cl	9	-1.2	-1.6
CC(=O)Nc1ccc(Br)cc1C(=O)C(=O)O	nt	2.5	3.3
CC1(C)CC(=O)C=C(NC2CC(C)(C)NC(C)(C)C2)C1	nt	-0.31	-1.4
CC1=C(C(=O)OCC2CCCO2)C(c2coc3ccccc3c2=O)C2=C(CC(C)(C)CC2=O)N1 (configuration not stated)	35	nt	nt
Cc1ccccc1CNC(=O)C(=O)Nc1nccs1	-100	nt	nt
O=C(NCCCCc1ccccc1)c1ccccc1Cl	21	nt	nt
BrCCOCCOc1ccc2ccccc2c1	nt	0.48	0.24
O=C(CC1C(=O)NCCN1C(=O)Nc1ccccc1)Nc1ccc2c(c1)OCO2 (configuration not stated)	nt	0.7	1.2
O=C(NC1CCCC1)C1CCC(=O)N1C1CCCC1 (configuration not stated)	6	0.35	0.25
COC(=O)CSc1nc2ccc(N)cc2s1	-6	nt	nt
CC1(C)CC2(CCO1)CNC(=O)O2 (configuration not stated)	nt	0.63	-0.27
OC(CNCc1ccccc1)Cn1ccc2ccccc21 (configuration not stated)	-16	0.6	-0.09
O=C1c2ccccc2C(=O)N1CCCc1c[nH]c2ccccc12	-94	-0.96	-0.85
COC(=O)CNC(=O)CSc1nnc(C)c(=O)[nH]1	nt	0.35	0.3
COc1cc(OC)c(C2N(c3ccc(Cl)cc3)C(=O)C3CCCN32)cc1OC (configuration not stated)	nt	0.62	0.57
O=C(/C=N/O)Nc1ccccc1	0	-1	-1.3
COC(=O)C1CCN(C(c2ccc(OC)c(OC)c2)c2sc3nc(C)nn3c2O)CC1 (configuration not stated)	nt	0.36	0.03
Cc1ccc(C)c(NC(=O)CCc2ccc(S(=O)(=O)NC3CCCCC3)cc2)c1	-70	-0.82	-0.38
CN1CCN(S(=O)(=O)c2ccc(NC(=O)COc3ccccc3)cc2)CC1	-23	nt	nt
CCOC(=O)C1=NNC2(c3ccc(C)cc3)C(=O)N(c3ccc(Cl)cc3)C(=O)C12 (configuration not stated)	-31	0.35	-0.02

An excerpt from above in order of their number in SDO1 yeast rescue Rescue 24 h, falling.
SMILES | SDO1 yeast rescue Rescue 24 h
BrCCOCCOc1ccc2ccccc2c1 | 0.24
O=C1c2ccccc2C(=O)N1CCCc1c[nH]c2ccccc12 | -0.85
O=S(=O)(Nc1nc(-c2sccc2Cl)cs1)c1cc(Cl)ccc1Cl | -1.6

Remaining list, next part
SMILES	Insulin prom inh	SDO1 yeast rescue	SDO1 yeast rescue Rescue 24 h
C=CCn1c(COc2ccccc2F)nnc1SCC(=O)N1CC(=O)Nc2ccccc21	-42	0.91	0.75
COc1ccc(-c2nn(-c3ccccc3)cc2C(=O)N2CCOCC2)cc1	nt	0.52	0.7
COc1ccc(C(C)=O)cc1CSc1nc(C)cc(C)n1	11	nt	nt
CSc1ncccc1C(=O)OCC(=O)Nc1cc(C(F)(F)F)ccc1N1CCOCC1	nt	-1.2	-0.71
CC(C)OC(=O)c1cc2c(ccn2C)n1CC(=O)N(Cc1ccccc1)c1ccc(F)cc1	-14	-0.64	0.02
O=C(Oc1cccc(NC(=O)c2ccco2)c1)c1cccc(S(=O)(=O)N2CCCCC2)c1	-45	-0.24	-0.12
CN(C)C(CNC(=O)CSc1nnc(-c2ccco2)o1)c1ccccc1 (configuration not stated)	nt	0.42[10.7 µM]	-0.11
CC(=O)N(C)c1ccc(N=Nc2c(C)[nH]n(C(N)=S)c2=O)cc1	31	nt	nt
O=C(COC(=O)Cc1cn2ccsc2n1)Nc1nc2ccccc2s1	nt	-0.28	-0.47
Cc1cccc(/C=N/c2sc3c(c2C#N)CCN(Cc2ccccc2)C3)c1O	-43	-0.75	-0.26
O=S(=O)(Nc1ccccc1Cl)c1ccc(F)cc1	16	-1.1	-1.4
CS/C(=N\NC(N)=O)c1ccccc1	21	0.55	0.2
O=C(OCc1nnc(-c2ccccc2)o1)c1cn(-c2ccccc2)nc1-c1ccccc1	nt	-0.46	-0.54
O=S(=O)(/N=C(/Nc1cc(N2CCOCC2)ncn1)c1ccccc1)c1ccccc1	35	-0.36	-0.15
O=c1c2ccccc2nc(SCc2cccc(F)c2)n1Cc1ccco1	-58	-0.54	-0.03
Cc1cccc2cc(CN(CCN3CCCC3)C(=O)NC3CCCCC3)c(=O)[nH]c12	nt	0.32	0.06
O=C(N/N=C/c1ccccc1C(=O)O)c1ccc(COc2cccc3cccnc23)cc1	60	nt	nt
Cc1nn(-c2ccc(Cl)cc2)c(N)c1C(O)(CSc1nccn1C)C(F)(F)F (configuration not stated)	0	-0.24	-0.76
CC(C)Sc1nc2ccccc2n1CC(=O)NCc1ccc2c(c1)OCO2	91*	-0.47	-0.81
Cc1ccc(-c2nnc(CSc3nnc(COc4ccccc4)n3-c3ccccc3)o2)cc1	-12	-1.6	-1.4
CCCC(=O)Nc1ccc(C(=O)Nc2nnc(COC)s2)cc1	nt	-0.12	-0.6
COc1ccc(NCc2nnc(SCC(=O)Nc3nc(-c4ccccc4)cs3)n2-c2ccccc2)cc1	12	-0.79	-0.27
NNC(=O)C1=NOC(CNc2ncc(C(F)(F)F)cc2Cl)C1 (configuration not stated)	11	-0.12	-0.15
COc1ccc(-c2cnc(N)n2CC2CCCO2)cc1 (configuration not stated)	-13	0.86	0.18
Cc1ccc(-n2c(CCc3nc4ccccc4[nH]3)n[nH]c2=S)cc1	29	nt	nt

Next part.
SMILES	Insulin prom inh	SDO1 yeast rescue	SDO1 yeast rescue Rescue 24 h
O=C(N/N=C\c1ccc(-c2ccc([N+](=O)[O-])cc2)o1)C1COc2ccccc2O1 (configuration not stated)	-48	-1.3	-0.53
COc1ccc(-n2c(=O)[nH]cc(C(=O)N3CCc4ccccc43)c2=O)cc1	12	1.3	1.7
CCC(C)Nc1nc2c(c(=O)n(C)c(=O)n2C)n1Cc1cccc(C)c1 (configuration not stated)	-14	-0.72	-0.48
CCOC(=O)c1[nH]c2cc(OC)c(OC)cc2c1NC(=O)C(C)N1CCN(Cc2ccccc2)CC1 (configuration not stated)	38	0.68	-0.33
Cc1ccccc1-c1ncc(CN2CCN(C3CCCCC3)C(CCO)C2)cn1 (configuration not stated)	-25	nt	nt
CCN(CCC(=O)Nc1cc([N+](=O)[O-])ccc1OC)Cc1ccccc1	0	0.11	-0.41
CCCCCCCCCCS(=O)(=O)N/N=C/c1ccc([N+](=O)[O-])cc1	-50	-1.3	-0.82
Cc1ccc(C(=O)N2c3ccccc3NC(=O)C2C)cc1 (configuration not stated)	56	nt	nt
Cn1c(=O)c2c(n(C)c1=O)=NC1(CCCCC1)ON=2	nt	0.77	0.57
COC(=O)COc1ccc(S(=O)(=O)N2CCc3ccccc3C2)cc1	22	-0.61	-0.4
Cc1c(Cl)c([N+](=O)[O-])nn1CCCC(=O)N(Cc1ccccc1)Cc1ccccc1	-23	-0.47	-0.17
COc1nc(N(CC(N)=O)S(=O)(=O)c2ccccc2)nc(C)c1Cl	8	-0.28	-0.38
Cc1cc(C)n2nc(SCCCC(=O)c3ccccc3)nc2n1	-8	nt	nt
COc1cccc(/C=N/NC(=O)CC2C(=O)NN=C2C)c1OC (configuration not stated)	19	-0.95	-0.95
Cn1c(-c2ccc(F)cc2)cnc1SCC(=O)Nc1ccccc1	50	nt	nt
COC(=O)c1ccc(CSc2nnc(NC(=O)C3CC(=O)N(Cc4ccc(C)cc4)C3)s2)cc1 (configuration not stated)	27	0.99	1.4
O=C1c2[nH]nc(-c3ccccc3O)c2C(c2ccc(F)cc2)N1Cc1ccco1 (configuration not stated)	7	-0.49	-0.57
COCCSc1nnc(-c2cnccn2)o1	nt	0.05	0.03
CCCc1nnc(NC(=O)CCC(=O)Nc2ccc(F)cc2)s1	29	0.64	0.8
CCOc1ccc(S(=O)(=O)N(C)c2ccc(OCC(=O)Nc3nc4ccccc4s3)cc2)cc1	nt	1.2	1.4
CCc1ccc2c(CC(=O)Nc3nnc(C4CC4)s3)coc2c1	3	0.35	0.56
CC1=CC(C)(C)Nc2ccc(C)cc21	nt	-0.27	0.14
CCC(C)NS(=O)(=O)c1ccc(OCC(=O)Nc2ccc3c(c2)OCCO3)cc1 (configuration not stated)	34	-0.29	-0.87
S=C(NNc1nc(Nc2ccccc2)nc(N2CCCCC2)n1)NC1CCCCC1	-44	nt	nt
CC(C)c1ccc(NC(=O)COC(=O)COc2ccccc2)cc1	nt	0.09	-0.04

Entries of single compounds, looked up by structure:
O=C(Oc1cccc(NC(=O)c2ccco2)c1)c1cccc(S(=O)(=O)N2CCCCC2)c1 reads Insulin prom inh: -45; SDO1 yeast rescue: -0.24; SDO1 yeast rescue Rescue 24 h: -0.12
CCCc1nnc(NC(=O)CCC(=O)Nc2ccc(F)cc2)s1 reads Insulin prom inh: 29; SDO1 yeast rescue: 0.64; SDO1 yeast rescue Rescue 24 h: 0.8
CCOc1ccc(S(=O)(=O)N(C)c2ccc(OCC(=O)Nc3nc4ccccc4s3)cc2)cc1 reads Insulin prom inh: nt; SDO1 yeast rescue: 1.2; SDO1 yeast rescue Rescue 24 h: 1.4

Additional structures.
SMILES	Insulin prom inh	SDO1 yeast rescue	SDO1 yeast rescue Rescue 24 h
Cc1csc(=O)n1CC(=O)OCc1cccc2ccccc12	nt	-1.9	-1.2
COc1ccccc1NC(=O)C1=C(C)N(c2ccccc2)C(=S)NC1c1cccc(C(F)(F)F)c1 (configuration not stated)	-19	-1.1	-1.1
CCCC/S(CC1CC1(Cl)Cl)=N\S(=O)(=O)c1ccc(C)cc1 (configuration not stated)	-47	-2.7	-1.6
CCSc1nc(N2CCCCC2)c2c(c1C#N)CCCC2	-23	-0.23	-0.53
Cc1ccc(C(=O)NCCc2nnc3ccc(SCC(=O)Nc4ccc(C)cc4C)nn23)cc1	nt	-0.01	-0.61
COc1ccc(-c2noc(-c3cc(Cl)ccc3Cl)n2)cc1OC	15	-0.56	0.14
COc1ccccc1Cn1cnc2cccnc21	nt	0.39	-0.23
COC(=O)c1cccc(C(=O)Oc2cccc(Br)c2)n1	25	1.2	-0.48
CSc1ncccc1C(=O)OCC(=O)N1CCOCC1	18	-0.49	-1.5
CC1CN(C(=O)CSc2nnc3c(Cl)cc(Cl)cn23)CC(C)O1 (configuration not stated)	57	-0.34	-0.94
Cc1cc(C(=O)CSc2nn3c(=O)c(C(C)(C)C)nnc3s2)c(C)n1-c1ccc(F)cc1	-38	-0.35	0.62
Cc1ccc(NC(=O)c2ccc(Cn3cc([N+](=O)[O-])cn3)cc2)c(C)c1	-58	0.53	-0.16
CCOc1[nH]n(-c2ccccc2)c(=O)c1C=Nc1ccc(C(=O)OC)cc1	-33	nt	nt
CCOc1ccccc1C(C(=O)NC1CCCC1)N(Cc1ccco1)C(=O)CNC(=O)c1ccco1 (configuration not stated)	-200	0.79	-0.15
CC1=C(CC(=O)c2ccccc2)C(=O)c2ccccc2C1=O	-68	-1.9	-0.39
COC(=O)NCC(c1cccnc1)N1CCOCC1 (configuration not stated)	nt	-0.21	-0.91
CCc1ccc(/C=N/NC(=O)c2cc(C3CC3)nc3ccc(Br)cc23)s1	35	-0.84	0.27
O=c1[nH]c2cccnc2n1Cc1ccco1	33	0.77	0.75
COc1ccc(C2N(c3ccccc3)CCN2c2ccccc2)cc1O	0	nt	nt
COc1ccc(C2C(C#N)=C(N)N(c3ccccc3)C3=C2C(=O)CCC3)cc1Cn1cc([N+](=O)[O-])cn1 (configuration not stated)	nt	0.21	0.18
C=CCN1C(=O)CSc2ccc(C(=O)NCc3ccco3)cc21	nt	-0.35	-0.56
O=C(NNS(=O)(=O)c1ccc(F)cc1)C1CCN(S(=O)(=O)c2ccccc2)CC1	-35	nt	nt
CCN1CCN(CC(O)COC(C)C)CC1 (configuration not stated)	13	0.19	-0.49
COc1ccccc1N1CCN(C(=O)CCCCn2c(=O)[nH]c3ccsc3c2=O)CC1	nt	0.44	-0.2
O=C(CCCCCn1c(=O)[nH]c2ccsc2c1=O)NCc1ccc(F)cc1	-46	0.15	0.08
CCOC(=O)c1[nH]c(C)c(C(=O)Nc2ccc(F)cc2)c1C	nt	0.68	0.3
COc1ccccc1N=c1sc2ccccc2n1C	-35	-0.24	-0.36
CCC(=O)Nc1ccccc1C(=O)OCC(=O)c1cccc2ccccc12	nt	-1.4	-0.24
COc1ccc(N(CC(=O)Nc2ccc(C)cn2)S(=O)(=O)c2c(C)nn(C)c2C)cc1	nt	1.5	0.7
CC(C)NS(=O)(=O)c1ccc(CCC(=O)NCc2cccnc2)cc1	15	1.3	1.2

A section of the results above, as a working copy:
SMILES	Insulin prom inh	SDO1 yeast rescue	SDO1 yeast rescue Rescue 24 h
COc1ccc(N(CC(=O)Nc2ccc(C)cn2)S(=O)(=O)c2c(C)nn(C)c2C)cc1	nt	1.5	0.7
CC(C)NS(=O)(=O)c1ccc(CCC(=O)NCc2cccnc2)cc1	15	1.3	1.2

Structures from the list above with a cyano group:
SMILES	Insulin prom inh	SDO1 yeast rescue	SDO1 yeast rescue Rescue 24 h
Cc1cccc(/C=N/c2sc3c(c2C#N)CCN(Cc2ccccc2)C3)c1O	-43	-0.75	-0.26
CCSc1nc(N2CCCCC2)c2c(c1C#N)CCCC2	-23	-0.23	-0.53
COc1ccc(C2C(C#N)=C(N)N(c3ccccc3)C3=C2C(=O)CCC3)cc1Cn1cc([N+](=O)[O-])cn1 (configuration not stated)	nt	0.21	0.18
